Bioassay records from PubChem BioAssay.
SK-BR-3 tox 24h – SK-BR-3 proliferation inhibitors; 41,000 tested, 0.47% active; AID 847; viability, % at 10 µM; SK-BR-3 viability, CellTiter-Glo ATP luminescence, 24 h; stronger effect = lower value;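 active = viability at or below the median of all test compounds minus 3 SD, in both replicates if run twice, cut at about 45% in these data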;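 note: 100% = median untreated cell wells and 0% = median positive control drug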
Active calls of the source: *.

SMILES	SK-BR-3 tox 24h
Nc1nnn(Cc2ccccc2)n1	107.3
CCOc1ccc(NC(=O)N2CCC(NC(=O)c3ccco3)CC2)cc1	71.3
COc1cccc(NC(=O)C(C#N)Cc2ccncc2)c1 (stereo unspecified)	81.9
O=C(c1cccnc1)N1CCN(CCCc2ccccc2)CC1	89.1
CCOc1cc(C#N)c(NC(=O)c2ccco2)cc1OCC	90.1
Cc1ccc(S(=O)(=O)N(C)Cc2cc3ccccc3[nH]c2=O)cc1	79.3
O=C(CSc1nc2ccccc2o1)Nc1nc2ccccc2s1	82.9
O=C(Oc1cccc(-n2cnnn2)c1)C1CCCCC1	87.5
CC1CCN(C(=O)CSc2nncn2-c2ccccn2)CC1	135.7
COC(=O)c1[nH]c(C)c(/C(O)=C2\C(=O)C(=O)N(CCN3CCOCC3)C2c2ccccc2OC)c1C (stereo unspecified)	106.9
CCOc1cc(S(=O)(=O)n2c(C)nc3ccccc32)ccc1F	100.2
CC1(C)Cc2c(sc3c2c(=N)n(Cc2ccco2)c(=O)n3Cc2ccc(F)cc2)CO1	99.8

Reprinted from the listing for reference:
SMILES	SK-BR-3 tox 24h
CC1CCN(C(=O)CSc2nncn2-c2ccccn2)CC1	135.7
COC(=O)c1[nH]c(C)c(/C(O)=C2\C(=O)C(=O)N(CCN3CCOCC3)C2c2ccccc2OC)c1C (stereo unspecified)	106.9
CCOc1cc(S(=O)(=O)n2c(C)nc3ccccc32)ccc1F	100.2
CC1(C)Cc2c(sc3c2c(=N)n(Cc2ccco2)c(=O)n3Cc2ccc(F)cc2)CO1	99.8

The results go on.
SMILES	SK-BR-3 tox 24h
COC(=O)c1cc(NC(=O)CN2CCC(C(N)=O)(N3CCCCC3)CC2)cc(C(=O)OC)c1	90.2
CCNC(=O)N1C(CC(=O)OCC)C(=O)NC2CCCCC21 (stereo unspecified)	98.2
N#Cc1c(NC(=O)CSc2nc(N)cc(=O)[nH]2)sc2c1CCCCCC2	93.7
CCOC(=O)C1C(=O)OC2(CCOC(C)(C)C2)C1C(=O)OCC (stereo unspecified)	107.8
Oc1c(CN2CCOCC2)cc(-c2ccccc2)cc1CN1CCOCC1	89.4
CC(C)(C)n1ncc2c(=O)n(CC(=O)N3CCCCCC3)cnc21	88.3
CCCN1CCC(NC(=O)Nc2ccc(F)cc2F)CC1	99.8
Cc1ccc(C2CC(C(F)(F)F)n3nc(C(=O)NCc4c(C)nn(C)c4C)c(Cl)c3N2)cc1 (stereo unspecified)	105.7
CCCc1cc(=O)[nH]c(SCC(=O)N(Cc2ccccc2)C(C)C)n1	84.2
CCc1nc(OCCN(CC)CC)c2oc3ccccc3c2n1	78.8
O=c1cc(N2CCN(c3ccc(F)cc3)CC2)[nH]c(=O)n1C1CCCCC1	90.8
CCOC(=O)Cc1cc(=O)n(-c2nc3ccccc3s2)[nH]1	108.1
C=CCn1c(-c2ccco2)n[nH]c1=S	84.7
O=C(Nn1cnnc1)c1ccccc1CCc1ccccc1	102.6
CCNc1nc(OC)nc(SCC(N)=O)n1	92.5
CCCC(=O)Nc1ccc2c(c1)nc1n2CCOC1	87.5
Cc1nn(-c2ccc(C(=O)O)cc2)c(=O)c2ccccc12	58.4
CCCOc1nc2c(c(=O)n(C)c(=O)n2C)n1CCC	129.6
Cc1cccc2c1nc(-c1ccccc1)n1nnnc21	81.1
CCOC(=O)Nc1nnc(CCc2ccccc2)s1	78.0
CCC(=O)c1ccc(CCCCCC(=O)O)s1	115.7
O=C(Nc1nc2c(s1)CCCC2=O)c1cnccn1	87.1
CCOc1ccc(CCNC(=O)CCc2nc(-c3ccc(C)cc3)no2)cc1OCC	85.7
CC(Oc1ccc(Cl)cc1Cl)C(=O)Nc1ccc(N2CCN(C)CC2)cc1 (stereo unspecified)	84.0
Cc1nn2c3c(cnc2c1-c1ccccc1)C(=O)CC(C)C3 (stereo unspecified)	85.0
O=C(COc1ccc(S(=O)(=O)Nc2ccccc2)cc1)N1CCOCC1	105.1
O=C(NCc1ccco1)c1cc(-c2cccs2)on1	81.1
CCC(=O)Nc1nonc1-c1nc2ccccc2n1Cc1ccc(Cl)c(Cl)c1	62.5
CCCCCn1c(=O)[nH]c2cc(C(=O)NCCCN3CCC(C)CC3)ccc2c1=O	111.2
O=C(Nc1ccc(CN2CCOCC2)cc1)c1cccs1	89.1
N=c1n(CCOc2ccccc2)c2ccccc2n1CCN1CCOCC1	94.7
CCOc1ccc(NS(=O)(=O)c2cc(Cl)ccc2OC)cc1	77.0
O=C(NCc1ccccc1Br)c1ccco1	95.4
CN1CCN(CC#CC2(O)CCCCC2)CC1	79.3
CCOC(=O)C1=C(C)NC2(O)c3ccccc3C(=O)C12O (stereo unspecified)	98.8
CC(c1nnnn1C1CCCCC1)N(Cc1ccccc1)Cc1cccnc1 (stereo unspecified)	72.2
CC(=O)C1C(c2ccc3ncccc3c2)NC(=O)NC1(O)C(F)(F)F (stereo unspecified)	135.4
Cc1ccc(-c2noc(CN(C(=O)c3cccs3)C(C)C)n2)cc1	89.4
CCOC(=O)N1CCN(C(=O)c2ccc3c(=O)n(CCc4ccccc4)c(=O)[nH]c3c2)CC1	104.5
CCOC(=O)c1cnc(-n2nc(C)cc2C)nc1N1CC(C)OC(C)C1 (stereo unspecified)	101.4
Clc1cc(Cl)c2nc(N3CCCCC3)sc2c1	67.8
Cc1cc(NC(=O)CCN2C(=O)C3C4C=CC(C4)C3C2=O)c2ccccc2n1 (stereo unspecified)	76.7
O=C(NCCCn1ccnc1)c1cccc(S(=O)(=O)Nc2ccccc2F)c1	85.2
N#CCC(=O)Nc1ccccc1C(=O)O	55.9
Cc1c(NC(=O)CC(=O)Nc2c(C)n(C)n(-c3ccccc3)c2=O)c(=O)n(-c2ccccc2)n1C	136.0
Cc1cccc(N2CCN(c3cc(C)nc4nnnn34)CC2C)c1 (stereo unspecified)	87.6
Cc1ccc(C(=O)CCC(=O)Nc2cccnc2)cc1C	94.5
Cc1cc(NC(=O)c2cc3n(n2)C(C(F)(F)F)CC(c2ccco2)N3)n(-c2ccccc2)n1 (stereo unspecified)	76.6
CCn1c(SCC(=O)N2CCCc3ccccc32)nnc1-c1cccs1	106.8
Cc1ccc(N2CC(C(=O)Nc3cccnc3)CC2=O)cc1 (stereo unspecified)	98.9
c1ccc(-c2nc3ccccc3nc2N2CCOCC2)cc1	82.7
CCOc1cc2c(cc1OCC)C(C(=O)O)C(c1ccc(OC)c(O)c1)N(C)C2=O (stereo unspecified)	88.1
CCC(C(=O)Nc1nc(C)cs1)c1ccccc1 (stereo unspecified)	92.9
O=C(CN1CCN(c2ccccn2)CC1)N1c2ccccc2CCc2ccccc21	105.5
Cc1cc2cc(CN(CC3CCCO3)C(=O)c3cnccn3)c(=O)[nH]c2cc1C (stereo unspecified)	86.2
CCC1(CC)C(=O)C(C)(C)C(=O)OC1c1ccccn1 (stereo unspecified)	79.7
CCOc1ccc(Br)cc1-c1noc(-c2cccs2)n1	97.4
CCOC(=O)c1cc(-c2ccc(C)o2)nn1CCC#N	96.2
CN(C)CCCCCNCCCNC(=O)/C=N\O	101.2
CC1(C)Oc2ccc3ccc(=O)oc3c2/C(=C/NCCO)C1=O	95.4
Remaining list, next part:
SMILES	SK-BR-3 tox 24h
O=S(=O)(N[C@@H]1C[C@H]2CC[C@@H]1C2)c1cccs1	94.8
OC(COc1ccc2c(c1)CCC2)CN1CCN(c2ccccc2F)CC1 (stereo unspecified)	65.8
COc1ccc(C2C(C(=O)N3CCC(C)CC3)c3ccccc3C(=O)N2C)cc1 (stereo unspecified)	103.8
Cc1cc(C)nc(NCC(O)COc2ccccc2C)n1 (stereo unspecified)	101.6
COc1cc(OC)cc(-c2nnc(SCc3cccnc3)o2)c1	90.8
COC(=O)c1sc2nc(-c3ccco3)ccc2c1N	94.3
CCOc1ccc(S(=O)(=O)Nc2cc(OC)ccc2OC)cc1	98.9
O=c1[nH]c(-c2ccc(Cl)cc2)nc2c1cnn2-c1ccccc1	94.9
O=C(Cn1nc(C(F)(F)F)c2c1CCC2)NC1CCCCC1	94.8
CCOC(=O)C1CCCN(C(=O)c2ccco2)C1 (stereo unspecified)	118.5
COc1ccc(-n2ncc3c(Nc4cccc(C)c4)ncnc32)cc1	104.3
COc1ccc(S(=O)(=O)Nc2ccc3c(c2)OCO3)cc1C(=O)O	84.5

6 compounds picked at random from the list so far, as already listed:
SMILES	SK-BR-3 tox 24h
COc1ccc(S(=O)(=O)Nc2ccc3c(c2)OCO3)cc1C(=O)O	84.5
OC(COc1ccc2c(c1)CCC2)CN1CCN(c2ccccc2F)CC1 (stereo unspecified)	65.8
CCOC(=O)C1CCCN(C(=O)c2ccco2)C1 (stereo unspecified)	118.5
COC(=O)c1sc2nc(-c3ccco3)ccc2c1N	94.3
Cc1cc(C)nc(NCC(O)COc2ccccc2C)n1 (stereo unspecified)	101.6
COc1ccc(-n2ncc3c(Nc4cccc(C)c4)ncnc32)cc1	104.3

Next records.
SMILES	SK-BR-3 tox 24h
O=C(Nc1ccc2c(c1)CCC2)C1CCN(c2ncccn2)CC1	97.9
COc1ccccc1C1/C(=C(/O)c2ccccc2)C(=O)C(=O)N1CC(C)O (stereo unspecified)	143.2
Cc1ccc(NC(=O)CSC2=C(C#N)C(c3ccco3)C3=C(CC(C)(C)CC3=O)N2)cc1 (stereo unspecified)	92.5
COC(=O)CNc1n[nH]c(=S)[nH]c1=O	94.4
O/N=C(/Cc1ccccn1)c1ccccc1	99.8
CCOC(=O)C(CC(C)C)CP(=O)(O)CNC(=O)OCc1ccccc1 (stereo unspecified)	83.0
Fc1ccc(-n2[nH]nnc2=S)cc1N1CCCC1	90.6
COc1ccc(Cn2nnnc2C(CC(C)C)N2CCN(c3ccccc3)CC2)cc1 (stereo unspecified)	72.6
CCOC(=O)c1ccc(NC(=O)COc2ccc(-n3cnnn3)cc2)cc1	90.5
O=C(CCCN1C(=O)c2ccccc2C1=O)Nc1ccc(Br)cn1	118.4
Cc1ccc(C2/C(=C(/O)c3ccccc3)C(=O)C(=O)N2CCN2CCOCC2)o1 (stereo unspecified)	108.1
COc1ncnc2c1N[C@@](C)(O)c1c(F)c(F)c(F)c(F)c1S2	122.1
CCn1cc(C(=O)N2CCN(Cc3ccc4c(c3)OCO4)CC2)c2cc(OC)c(OC)cc2c1=O	110.6
Cc1cccn2c(=O)c3cc(C(N)=S)c(=N)n(CCCOC(C)C)c3nc12	69.8
CC(=O)Nc1ccc(NC(=O)CSc2nccn2Cc2ccccc2)cc1	93.8
COCCN(C(=O)Nc1ccccc1)c1ccccc1C	123.2
CCc1nc(Nc2ccncc2)c2oc3ccccc3c2n1	120.2
O=C(NCCCNCc1ccccc1)c1ccncc1	86.4
CC(=O)Nc1sc2c(c1C#N)CC(C)(C)NC2(C)C	95.8
CCc1ccc2[nH]c(=O)c(CN(CCN3CCOCC3)C(=O)Nc3ccccc3F)cc2c1	91.9
CC(=O)OCN(C#N)c1nc(N(C)C)nc(N(C)C)n1	91.4
CC1(C)c2ssc(=S)c2-c2ccccc2N1C(=O)c1ccco1	93.0
O=C(Cc1ccccc1)Nc1ccc(NC(=O)c2ccco2)nc1	90.9
N#Cc1c2c(c(N3CCN(c4ccccn4)CC3)n3c1nc1ccccc13)CCC2	90.2
Cc1cc2cc(CN(C(=O)C3CC3)C3CCCC3)c3nnnn3c2cc1C	84.3
COc1cc(CC(=O)O)c(C(C)=O)cc1OC	84.9
COc1ccc2c(c1)c1ccccc1n2C	80.2
Nc1nnc(SCc2cccnc2)s1	90.0
CCn1c(C)c(CCC(=O)O)c(=O)n2nc(-c3ccccc3OC)cc12	91.1
CCC1=[N+]([O-])C(C)(/C(C)=N\O)N(O)C1(C)C (stereo unspecified)	127.3
CCn1nccc1C(=O)Nc1ccc(Cl)cc1Cl	91.1
O=C(Nc1ccc(Cl)cc1C(=O)NCCN1CCOCC1)c1ccco1	92.0
O=C1CC(c2ccco2)c2ccc3ccccc3c2N1 (stereo unspecified)	83.9
CCOc1ccc(OCC)c(S(=O)(=O)NCCCN2CCOCC2)c1	87.1
CC(NC(=O)OC(C)(C)C)C(=O)Oc1ccc2ccc(=O)oc2c1 (stereo unspecified)	88.7
COc1ccc(-c2noc(Cc3ccc(Cl)cc3)n2)cc1OC	94.6
CC1(C)C(=O)C2(CCCCC2)C(=O)OC1c1ccc(O)cc1 (stereo unspecified)	85.9
Cn1nc(C(=O)NCc2ccccc2)c2ccccc2c1=O	83.2
O=C1c2ccccc2CCC1C(O)c1ccccn1 (stereo unspecified)	104.5
CN(C)S(=O)(=O)c1ccc(S(=O)(=O)N(Cc2ccco2)Cc2ccccc2Cl)cc1	67.9
CCCc1cc(N2CCCC(C(=O)NCC)C2)n2ncnc2n1 (stereo unspecified)	83.9
Cc1ccc2cc(C(c3nnnn3CC3CCCO3)N3CCCC4(CCCCC4)C3)c(=O)[nH]c2c1 (stereo unspecified)	104.5
Cc1cccc(-n2c(SCC(=O)N3CCCC3)nnc2-c2ccccn2)c1C	98.0
Cc1cccc(NC(=O)c2cc3ccccc3c(=O)o2)n1	82.6
COc1ccc2[nH]c3nc(SC(C)C)nnc3c2c1	109.4
O=C(NCc1ccco1)c1cc(-c2ccc(F)cc2)on1	91.4
COc1cc2[nH]c(=O)n(CCC(=O)NCc3cccnc3)c(=O)c2cc1OC	79.6
CC(C)OCCCNC(=O)C1CC(=O)N(C2CCCCCCC2)C1 (stereo unspecified)	77.8
O=C(NC(C(=O)c1ccccc1)N1CCOCC1)c1cccs1 (stereo unspecified)	99.3
CCc1nc(CNC(=O)c2cc(OC)c(OC)c(OC)c2)no1	98.1
CCN1CCN(c2ncc(C(=O)Nc3ccccc3C(=O)OC)c3ccccc23)CC1	82.4
COc1ccc(-c2cc(C(F)(F)F)nc(SCC(N)=O)n2)cc1	113.5
CCSc1ncc(C#N)c(=O)[nH]1	66.6
O=C(Nc1ccccc1)C1CC=CCC1C(=O)OCC1CCCO1 (stereo unspecified)	103.2
CCn1c(SCc2nnc(-c3ccccc3)o2)nc2c1c(=O)n(C)c(=O)n2C	91.9
Cc1ccc(C2=CSC3=NCCN23)c(C)c1	87.9
CCC(OC(=O)c1nsc(Cl)c1Cl)C(=O)NCc1ccco1 (stereo unspecified)	99.0

An excerpt (hit frequency here may not be typical).
